Compound activity deposited in PubChem by several laboratories.
HCV NS3 hel inh: blocks Hepatitis C virus NS3 helicase unwinding; NS3 helicase DNA unwinding, Cy5 molecular beacon fluorescence; inhibition, % at 10.9 µM; 290,000 tested, 0.56% active;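 active means inhibition above the mean of all tested compounds plus 3 SD, set per campaign, cut at about 35% in these data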;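 further: 0% = DMSO wells and 100% = thioflavine S control wells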
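assay system = NS3 helicase fragment of HCV | buffer or medium = MOPS pH 6.5, MgCl2, DTT, Tween20, BSA | timing = 60 min unwinding reaction at 25 °C after ATP addition | signal = Cy5 beacon fluorescence read at start and 1 h | read-out basis = % inhibition of unwinding | control set = low DMSO, high thioflavine S at 110 µM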
M18AAP inhibitor: blocks P. falciparum M18 aspartyl aminopeptidase. 290,000 tested, 1.2% active. inhibition, % at 7.35 µM. AID 1822. recombinant PfM18AAP, H-Glu-NHMec fluorogenic cleavage;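 active means inhibition above the campaign mean inhibition over all tested compounds plus 3 SD, cut at about 28% in these data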;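 further: 0% = plate median of test compound wells and 100% = 2 mM ZnCl2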
NALP1 inh: blocks the NALP1 inflammasome reconstituted in yeast | S. cerevisiae NALP1/ASC/caspase-1 growth, X-gal OD620, 72 h | inhibition, % at 10 µM | 280,000 tested, 0.61% active | AID 2071; in the data active means inhibition mostly above about 24%, no sharp cut-off; inactive means mostly below about 32%; further: some compounds called inactive have numbers as strong as hits
DNA FID counter: fluorescent intercalator displacement, NS3 helicase counter-screen; DNA fluorescent intercalator displacement, fluorescence; inhibition, % at 7.9 µM; 290,000 tested, 0.17% active; in the data active means inhibition above about 37%;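 further: 0% = vehicle and 100% = reference compound; higher means more ethidium bromide displaced from hairpin DNA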
MEKK2wt PB1 HTS: raises or lowers MEK5 binding to wildtype human MEKK2 PB1 domain | 290,000 tested, 1.1% active | binding response (% of control), % at 10 µM | bead flow cytometry, Alexa488-MEK5 binding to MEKK2 WT; actives lie on both sides | Q9Y2U5; in the data active means binding response below about 67% or above about 130%; inconclusive means no clear call, values can overlap the other calls; inactive means in between
SUMO HTRF inh: SUMOylation inhibition; P63279; HTRF SUMOylation assay, SAE1/SAE2 + UBC9, in vitro; inhibition, % at 35 µM; 290,000 tested, 0.36% active; in the data active means inhibition above about 50%, passing the limit was not always enough; inconclusive means no clear call, values can overlap the other calls; further: strong numbers were not always called active
Target sequence (P63279 whole entry, looked up): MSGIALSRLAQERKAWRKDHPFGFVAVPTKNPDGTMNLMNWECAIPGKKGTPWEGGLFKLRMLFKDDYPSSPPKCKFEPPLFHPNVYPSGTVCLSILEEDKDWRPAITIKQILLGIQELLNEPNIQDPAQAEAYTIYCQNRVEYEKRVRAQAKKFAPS
IMP-1 inh: inhibitors of Pseudomonas aeruginosa IMP-1 metallo-beta-lactamase | purified IMP-1, nitrocefin hydrolysis, epi-absorbance fluorescence | inhibition, % at 5.6 µM | 290,000 tested, 0.45% active;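 active means inhibition above the mean plus 3 SD of all compounds in the same screening run, cut at about 4.5% in these data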;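 further: 0% = IMP-1 with DMSO and 100% = DMSO wells lacking enzyme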
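System: purified recombinant IMP-1 beta-lactamase. Medium: Zinc- and detergent-supplemented HEPES buffer, pH 7.1. Compound: one 5.6 µM dose […]. Schedule: 15 min preincubation plus 25 min reaction at 25 °C. Technique: Epi-absorbance fluorescence, 480 nm excitation, 530 nm emission.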
MEKK2 mut-MEK5: signal of MEK5 binding to mutant human MEKK2 PB1 domain | bead flow cytometry, Alexa488-MEK5 binding to MEKK2 mutant | percent response, % at 10 µM | 290,000 tested, 0.35% active; in the data active means percent response above about 24%, passing the limit was not always enough; further: inactives centre near 1; some results filed as inactive read as strong as hits
VIM-2 inh: inhibitors of Pseudomonas aeruginosa VIM-2 metallo-beta-lactamase | purified VIM-2, nitrocefin hydrolysis, epi-absorbance fluorescence | inhibition, % at 5.6 µM | AID 1527 | 290,000 tested, 0.89% active;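 active means inhibition above the mean of all tested compounds plus 3 SD, cutoff set per screening run, cut at about 7.5% in these data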;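 further: red hydrolysis product quenches plate fluorescence so inhibitors raise well fluorescence; 0% = enzyme with DMSO and 100% = DMSO without enzyme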
Numbers without * were called inactive.

What do the screens show for `CC(C)(C)Sc1ccc(N)nc1`?
HCV NS3 hel inh: 1; M18AAP inhibitor: -2; NALP1 inh: -6; DNA FID counter: 3; MEKK2wt PB1 HTS: 112; SUMO HTRF inh: 22; IMP-1 inh: -5.2; MEKK2 mut-MEK5: 13; VIM-2 inh: -1.1

Results for Cc1ccc(-n2cccc2C(=S)N=P(N(C)C)(N(C)C)N(C)C)cc1 ?
HCV NS3 hel inh: -3; M18AAP inhibitor: 4; NALP1 inh: 6; DNA FID counter: -5; MEKK2wt PB1 HTS: 103; SUMO HTRF inh: 8; IMP-1 inh: 0.2; MEKK2 mut-MEK5: 3; VIM-2 inh: 1.3

How did Cc1cccc(N(CC(=O)N2CCCCCC2)S(C)(=O)=O)c1C do in these assays?
HCV NS3 hel inh: 1; M18AAP inhibitor: 1; NALP1 inh: 15; DNA FID counter: -20; MEKK2wt PB1 HTS: 96; SUMO HTRF inh: 11; IMP-1 inh: -2.8; MEKK2 mut-MEK5: 2; VIM-2 inh: -1.7

What do the screens show for `CCOC(=O)N1CCN(c2cc(C)c(C(C)=O)cc2F)CC1`?
HCV NS3 hel inh: 0; M18AAP inhibitor: 1; NALP1 inh: 6; DNA FID counter: -6; MEKK2wt PB1 HTS: 103; SUMO HTRF inh: 23; IMP-1 inh: -1.7; MEKK2 mut-MEK5: 5; VIM-2 inh: -2.7

How did O=C(NNC(=O)C(Cl)Cl)c1cnn(-c2ccccc2)c1C(F)(F)F do in these assays?
HCV NS3 hel inh: -2; M18AAP inhibitor: -13; NALP1 inh: -13; DNA FID counter: 2; MEKK2wt PB1 HTS: 100; SUMO HTRF inh: 21; IMP-1 inh: -1.9; MEKK2 mut-MEK5: -9; VIM-2 inh: -2.6

How did Cc1ccc(OCC(=O)N/N=C\c2cn(Cc3ccccc3)c3ccccc23)cc1C do in these assays?
HCV NS3 hel inh: -4; M18AAP inhibitor: -4; NALP1 inh: 5; DNA FID counter: -2; MEKK2wt PB1 HTS: 102; SUMO HTRF inh: 6; IMP-1 inh: 0.3; MEKK2 mut-MEK5: -8; VIM-2 inh: -2.2

What do the screens show for `COc1ccccc1C(=O)Nc1ccc(Oc2nnc(-c3ccc(C)cc3)c3ccccc23)cc1`?
HCV NS3 hel inh: -7; M18AAP inhibitor: -1; DNA FID counter: 1; MEKK2wt PB1 HTS: 90; SUMO HTRF inh: -23; IMP-1 inh: 0.0; MEKK2 mut-MEK5: 7; VIM-2 inh: -3.6

What do the screens show for `CCC(C(=O)N/N=C/c1cccnc1)c1ccccc1` (stereo not drawn)?
HCV NS3 hel inh: 0; M18AAP inhibitor: 4; NALP1 inh: 14; DNA FID counter: -12; MEKK2wt PB1 HTS: 102; SUMO HTRF inh: 4; IMP-1 inh: -2.2; MEKK2 mut-MEK5: 0; VIM-2 inh: -1.6

How did COC(=O)Oc1ccc(/C=N/NC(=O)CSCc2ccccc2Br)cc1OC do in these assays?
HCV NS3 hel inh: -8; M18AAP inhibitor: 4; NALP1 inh: 11; DNA FID counter: -27; MEKK2wt PB1 HTS: 106; SUMO HTRF inh: 7; IMP-1 inh: 0.2; MEKK2 mut-MEK5: 5; VIM-2 inh: -0.7

Results for COc1ccc(S(=O)(=O)/N=C2/NC(=O)/C(=C/c3ccco3)S2)cc1 ?
HCV NS3 hel inh: 37*; M18AAP inhibitor: 5; NALP1 inh: 24; DNA FID counter: -21; MEKK2wt PB1 HTS: 101; SUMO HTRF inh: 40; IMP-1 inh: -0.7; MEKK2 mut-MEK5: -1; VIM-2 inh: -5.4

What do the screens show for `Cc1ccc(SCC(=O)NCCCc2ccccc2)cc1`?
HCV NS3 hel inh: 3; M18AAP inhibitor: 4; NALP1 inh: -12; DNA FID counter: -25; MEKK2wt PB1 HTS: 103; SUMO HTRF inh: 2; IMP-1 inh: -2.6; MEKK2 mut-MEK5: 2; VIM-2 inh: -2.7

Results for COc1cc2c(C(=O)NCCCN3CCN(c4cccc(Cl)c4)CC3)cn(C)c(=O)c2cc1OC ?
HCV NS3 hel inh: -31; M18AAP inhibitor: 0; NALP1 inh: 10; DNA FID counter: 12; MEKK2wt PB1 HTS: 146*; SUMO HTRF inh: 7; IMP-1 inh: -1.3; MEKK2 mut-MEK5: 13; VIM-2 inh: -1.1

Results for O=C1CC(Cc2ccc(Br)cc2)C(=O)N1c1ccccc1 (stereo not drawn) ?
HCV NS3 hel inh: -10; M18AAP inhibitor: -3; NALP1 inh: 5; DNA FID counter: -14; MEKK2wt PB1 HTS: 114; SUMO HTRF inh: -3; IMP-1 inh: -2.1; MEKK2 mut-MEK5: 10; VIM-2 inh: -2.1

Results for CCc1nnc(NC(=O)CN2C(=O)CCC2=O)s1 ?
HCV NS3 hel inh: 7; M18AAP inhibitor: -1; NALP1 inh: 11; DNA FID counter: 3; MEKK2wt PB1 HTS: 103; SUMO HTRF inh: 1; IMP-1 inh: -0.8; MEKK2 mut-MEK5: 0; VIM-2 inh: -0.9

Results for O=C1/C(=C/Nc2ccc3c(c2)OCO3)CCc2ccccc21 ?
HCV NS3 hel inh: 1; M18AAP inhibitor: 18; NALP1 inh: -10; DNA FID counter: 1; MEKK2wt PB1 HTS: 93; SUMO HTRF inh: inconclusive; IMP-1 inh: -2.2; MEKK2 mut-MEK5: 5; VIM-2 inh: 1.1

Results for CC1(C)CC(=O)C(C(O)c2cccc([N+](=O)[O-])c2)C(C)(C)N1 (stereo not drawn) ?
HCV NS3 hel inh: 11; M18AAP inhibitor: 4; NALP1 inh: 3; DNA FID counter: 3; MEKK2wt PB1 HTS: 111; SUMO HTRF inh: 7; IMP-1 inh: -3.5; MEKK2 mut-MEK5: 25*; VIM-2 inh: -3.0

What do the screens show for `O=C(CN(C(=O)CCC(=O)Nc1ccccn1)c1ccc(F)cc1)NCCc1ccccc1`?
HCV NS3 hel inh: 2; M18AAP inhibitor: 2; NALP1 inh: 2; DNA FID counter: -38; MEKK2wt PB1 HTS: 99; SUMO HTRF inh: 1; IMP-1 inh: -2.6; MEKK2 mut-MEK5: -3; VIM-2 inh: -0.6

Results for Cc1ccccc1N(C(=O)c1ccco1)C(C(=O)NC1CCCC1)c1cccnc1 (stereo not drawn) ?
HCV NS3 hel inh: 2; M18AAP inhibitor: -4; NALP1 inh: -8; DNA FID counter: -29; MEKK2wt PB1 HTS: 100; SUMO HTRF inh: 4; IMP-1 inh: -1.4; MEKK2 mut-MEK5: -5; VIM-2 inh: -0.6

Results for Cc1ccccc1NC(=O)c1ccc(Cl)c(NC(=O)c2cccnc2)c1 ?
HCV NS3 hel inh: 2; M18AAP inhibitor: -1; NALP1 inh: 3; DNA FID counter: -6; MEKK2wt PB1 HTS: 94; SUMO HTRF inh: 13; IMP-1 inh: -3.3; MEKK2 mut-MEK5: -6; VIM-2 inh: -0.8

How did CCOc1cc(/C=N/NC(=O)C(N)=O)cc(Br)c1O do in these assays?
HCV NS3 hel inh: 9; M18AAP inhibitor: 3; NALP1 inh: -12; DNA FID counter: -4; MEKK2wt PB1 HTS: 98; SUMO HTRF inh: -2; IMP-1 inh: -0.5; MEKK2 mut-MEK5: 0; VIM-2 inh: -1.9

A section taken from the entries so far, for reference:
Results for Cc1ccccc1N(C(=O)c1ccco1)C(C(=O)NC1CCCC1)c1cccnc1 (stereo not drawn) ?
HCV NS3 hel inh: 2; M18AAP inhibitor: -4; NALP1 inh: -8; DNA FID counter: -29; MEKK2wt PB1 HTS: 100; SUMO HTRF inh: 4; IMP-1 inh: -1.4; MEKK2 mut-MEK5: -5; VIM-2 inh: -0.6

Results for Cc1ccccc1NC(=O)c1ccc(Cl)c(NC(=O)c2cccnc2)c1 ?
HCV NS3 hel inh: 2; M18AAP inhibitor: -1; NALP1 inh: 3; DNA FID counter: -6; MEKK2wt PB1 HTS: 94; SUMO HTRF inh: 13; IMP-1 inh: -3.3; MEKK2 mut-MEK5: -6; VIM-2 inh: -0.8

Next part
How did CCC(Sc1nc2ccccc2o1)C(=O)O (stereo not drawn) do in these assays?
HCV NS3 hel inh: 3; M18AAP inhibitor: 2; NALP1 inh: -12; DNA FID counter: -6; MEKK2wt PB1 HTS: 102; SUMO HTRF inh: 5; IMP-1 inh: -1.8; MEKK2 mut-MEK5: 3; VIM-2 inh: -2.9

How did O=C(OCCN1CCCC1=O)c1cc(F)c(F)c(F)c1F do in these assays?
HCV NS3 hel inh: -3; M18AAP inhibitor: -9; NALP1 inh: 20; DNA FID counter: -1; MEKK2wt PB1 HTS: 95; SUMO HTRF inh: -8; IMP-1 inh: -3.4; MEKK2 mut-MEK5: 17; VIM-2 inh: -4.2

How did COc1ccc(-c2csc(-c3cc4ccccc4oc3=N)n2)cc1 do in these assays?
HCV NS3 hel inh: 12; M18AAP inhibitor: 1; NALP1 inh: 41; DNA FID counter: 5; MEKK2wt PB1 HTS: 77; SUMO HTRF inh: 21; IMP-1 inh: -2.0; MEKK2 mut-MEK5: -1; VIM-2 inh: -4.4

What do the screens show for `O=C(CCN1C(=O)/C(=C/c2cccs2)SC1=S)Nc1cccc(C(=O)O)c1`?
HCV NS3 hel inh: 36*; M18AAP inhibitor: 8; NALP1 inh: -7; DNA FID counter: -1; MEKK2wt PB1 HTS: 101; SUMO HTRF inh: 17; IMP-1 inh: 0.3; MEKK2 mut-MEK5: 7; VIM-2 inh: -1.2

Results for O=C(COCc1cc(-c2ccc3c(c2)OCO3)on1)N1CCN(c2ccccc2)CC1 ?
HCV NS3 hel inh: -6; M18AAP inhibitor: -3; NALP1 inh: 11; DNA FID counter: -37; MEKK2wt PB1 HTS: 106; SUMO HTRF inh: 9; IMP-1 inh: -0.9; MEKK2 mut-MEK5: 13; VIM-2 inh: -3.5

How did Cc1ccc(S(=O)(=O)N(C)C)cc1NC(=O)CN1C(=O)NC2(CCCc3ccccc32)C1=O (stereo not drawn) do in these assays?
HCV NS3 hel inh: -4; M18AAP inhibitor: -10; NALP1 inh: 27; DNA FID counter: -12; MEKK2wt PB1 HTS: 97; SUMO HTRF inh: -3; IMP-1 inh: -2.0; MEKK2 mut-MEK5: -1; VIM-2 inh: 0.3

How did COc1cccc(NC(=O)CSc2nnc(CNC(=O)c3ccccc3)n2C)c1 do in these assays?
HCV NS3 hel inh: 4; M18AAP inhibitor: 7; NALP1 inh: -1; DNA FID counter: -11; MEKK2wt PB1 HTS: 96; SUMO HTRF inh: 10; IMP-1 inh: 1.9; MEKK2 mut-MEK5: 7; VIM-2 inh: -3.9

What do the screens show for `COCCn1c(C)cc(C(=O)CSc2ncn[nH]2)c1C`?
HCV NS3 hel inh: 5; M18AAP inhibitor: 23; NALP1 inh: 17; DNA FID counter: 0; MEKK2wt PB1 HTS: 104; SUMO HTRF inh: 14; IMP-1 inh: -2.7; MEKK2 mut-MEK5: 0; VIM-2 inh: -1.8

How did Cc1ccc(C)c(NC(=S)N(CCN(C)C)C(C)c2ccccn2)c1 (stereo not drawn) do in these assays?
HCV NS3 hel inh: -4; M18AAP inhibitor: -1; NALP1 inh: 8; DNA FID counter: -1; MEKK2wt PB1 HTS: 105; SUMO HTRF inh: 22; IMP-1 inh: -4.8; MEKK2 mut-MEK5: 0; VIM-2 inh: -6.2
